# mcGAS lum = mouse cGAS inhibition by luminescence; Q8C6L5; recombinant cGAS, Kinase-Glo ATP depletion luminescence; inhibition, % at 12.5 µM; 0.15% of 160,000 active; AID 1259399;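 also: 0% = negative control wells and 100% = reference inhibitor with no enzyme activity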
# hcGAS lum = human cGAS inhibition; Q8N884; recombinant h-cGAS, ATP depletion, Kinase-Glo luminescence; inhibition, % at 12.5 µM; 0.081% of 290,000 active; AID 1259398;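 also: 0% = vehicle reaction and 100% = reaction without DNA for no activity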
# Target sequence (Q8N884 whole entry, looked up): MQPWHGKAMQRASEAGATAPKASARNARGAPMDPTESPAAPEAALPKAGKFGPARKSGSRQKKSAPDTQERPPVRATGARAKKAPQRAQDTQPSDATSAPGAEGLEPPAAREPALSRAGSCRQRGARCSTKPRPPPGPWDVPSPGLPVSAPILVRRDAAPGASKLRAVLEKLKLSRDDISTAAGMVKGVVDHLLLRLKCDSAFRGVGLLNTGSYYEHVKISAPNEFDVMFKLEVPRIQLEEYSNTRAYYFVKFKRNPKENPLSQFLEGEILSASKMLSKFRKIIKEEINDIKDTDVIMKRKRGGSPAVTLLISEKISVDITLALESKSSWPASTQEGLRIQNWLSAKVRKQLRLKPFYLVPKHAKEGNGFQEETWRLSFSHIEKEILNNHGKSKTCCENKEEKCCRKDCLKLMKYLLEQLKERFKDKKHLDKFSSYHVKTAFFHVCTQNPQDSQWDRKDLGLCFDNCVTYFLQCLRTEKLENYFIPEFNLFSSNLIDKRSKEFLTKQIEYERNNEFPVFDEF
# NPYLR7 ag = activates Aedes aegypti NPYLR7 receptor; HEK293T NPYLR7/Galpha15, GCaMP6s calcium fluorescence; activation, % at 10 µM; 0.15% of 270,000 active; in the data active = activation above about 40%;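 also: 0% = vehicle and 100% = reference agonist at the receptor; some compounds past the cut are filed as inactive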
# * hit, by the source's call; / = not tested or not shown; & = joins results of further samples. Rule as the data show it, unless noted: active = inhibition above about 40%; inactive = the rest.
Compound | mcGAS lum | hcGAS lum | NPYLR7 ag
C=CCn1c(=NC(=O)CN2C(=O)CCC2=O)sc2cc(OCC)ccc21 | / | -7 | -3
Cc1c(Br)c(Nc2ccc(Cl)cc2)nn1C | / | 1&-1 | 3
CCC1CC(C)CN1C(=O)C1=NN(c2cc(C)ccc2C)C(=O)CC1 (stereo not drawn) | / | -12 | -2
COc1cc(CN2CCOCC2)ccc1OCC(O)CN1CCOCC1 (stereo not drawn) | -15 | -4 | 13
CCC(Sc1nc2c(c(=O)n1-c1ccc(Cl)cc1)SCC2)C(=O)OC (stereo not drawn) | -6 | -4 | 1
COc1ccc(-c2cccc(-c3cccc(NC(=O)c4cccc(Cl)c4)c3)n2)cc1 | 2 | 4 | 7
CC1CC(=O)Nc2ccccc2N1C(=O)CN1CCCc2cccc(F)c21 (stereo not drawn) | / | -12 | 0
COC(=O)c1ccc(CSc2nnc(-c3cccc(OC)c3)n2-c2ccc(C)cc2)o1 | -5 | -13 | 14
Cc1ccc(NC(=O)CSc2ccc3nnc(CCNS(=O)(=O)c4ccccc4)n3n2)cc1 | -7 | -4 | 1
COc1ccc(N(C)S(=O)(=O)c2ccc(OC)c(N3CCN(C(=O)/C=C/c4ccccc4Cl)CC3)c2)cc1 | -8 | 0 | 30
Cc1ccc(Oc2ncccc2CNC(=O)NC2CCCCC2)cn1 | / | -5 | 16
CN(C)c1ccc(NC(=O)CC(C)(C)C)cc1CN(C(=O)C(C)(C)C)C1CC1 | -9 | -1 | /
CC(Oc1cccc(Cl)c1)C(=O)NCC1COC(C)(C)O1 (stereo not drawn) | / | -14 | 1
N#Cc1nc2[nH]c(-c3ccccc3)cc(=O)n2c1C#N | 35 | 37 | 1
NC(=O)c1ccc(OCc2csc(-c3ccsc3)n2)cc1 | / | -2 | 7
CN1CCC(N(C)C(=O)/C=C/c2cn(S(=O)(=O)c3cccc4ccccc34)c3ccccc23)CC1 | / | -5 | -11
Cc1cc(C)n(C2CCN(Cc3ccc(CN(C)S(C)(=O)=O)o3)C2)n1 (stereo not drawn) | / | -7 | -8
CCN(C(=O)CSc1nnc(-c2ccco2)o1)C1CCS(=O)(=O)C1 (stereo not drawn) | / | -5 | 2
CCOC(=O)N1CCC(NCCSc2ncn[nH]2)CC1 | / | 1 | 9
Cc1ccc(C=NNc2ncnc3sc(C)c(C)c23)s1 | / | 2 | -12
COC(=O)[C@@H](Cc1cccnc1)NC(=O)[C@H]1CN(C(=O)Nc2ccccc2)CCN1C(=O)C1CCCCC1 | -6 | -5 | 14
COCCc1noc(C2CCCCN2S(=O)(=O)NCc2ccccc2)n1 (stereo not drawn) | / | -7 | 8
O=C(Cn1cnc2sc3c(c2c1=O)CCC3)Nc1ccc2c(c1)OCCO2 | / | -2 | -1
Cc1noc(C)c1CNC(=O)CN1CC(C)CN(Cc2ccccc2)c2ccccc21 (stereo not drawn) | / | -7 | -1

# A second format for four compounds above.
Cc1ccc(C=NNc2ncnc3sc(C)c(C)c23)s1
  mcGAS lum: /	hcGAS lum: 2	NPYLR7 ag: -12

Cc1cc(C)n(C2CCN(Cc3ccc(CN(C)S(C)(=O)=O)o3)C2)n1 (stereo not drawn)
  mcGAS lum: /	hcGAS lum: -7	NPYLR7 ag: -8

O=C(Cn1cnc2sc3c(c2c1=O)CCC3)Nc1ccc2c(c1)OCCO2
  mcGAS lum: /	hcGAS lum: -2	NPYLR7 ag: -1

COC(=O)[C@@H](Cc1cccnc1)NC(=O)[C@H]1CN(C(=O)Nc2ccccc2)CCN1C(=O)C1CCCCC1
  mcGAS lum: -6	hcGAS lum: -5	NPYLR7 ag: 14

# (continued)
Compound | mcGAS lum | hcGAS lum | NPYLR7 ag
O=C(c1cn(CC2CCCO2)cc2c(=O)n(-c3ccccc3)nc1-2)N1CCCCCC1 (stereo not drawn) | -6 | -3 | 6
COc1ccc(C(=O)NCc2nnc(SCc3cccc(C)c3)n2-c2ccc(Cl)cc2Cl)c(OC)c1 | -3 | -1 | 10
COc1cc(OC)cc(N2CCN(C(=O)C3CCCC3)C(C)C2=O)c1 (stereo not drawn) | -5 | -5 | 12
CC(/C=N\NC(=O)CNc1n[nH]c(=O)[nH]c1=O)c1ccccc1 (stereo not drawn) | / | -10 | 1
Cc1cc(NC(=O)CCCSc2ccc(NC(=O)c3cccs3)nn2)no1 | -5 | -1 | -5
CCOc1ccc(-c2nc(C)c(C(=O)NC)s2)cc1OC | / | -10 | -6
c1ccc(Oc2ccc(-c3cc(NCCc4ccccn4)n4nccc4n3)cc2)cc1 | -4 | -3 | -5
COc1ccc(CNS(=O)(=O)c2ccc3c(c2)CCCC3)cc1 | / | -4 | 1
O=C1NC(=O)c2c(N=Cc3c(O)[nH]c(=O)[nH]c3=O)cccc21 | / | -3 | -3
Cc1cc(-c2ccc(C=C3C(=O)NC(=S)NC3=O)o2)ccc1[N+](=O)[O-] | 0 | -4 | 1
O=C(CNC(=O)c1ccccc1O)N=Nc1c(O)n(Cc2ccccc2)c2ccccc12 | -4 | -10 | -1
COC[C@@H]1CCCN1Cc1cccc(C(=O)Nc2c(C)cnn2C)c1 | -18 | -3 | 13
CCCOC(=O)C1=C(C)NC2=C(C(=O)CC(c3ccc(Cl)cc3)C2)C1c1ccccc1F (stereo not drawn) | -8 | -6 | 2
Cc1csc(SCC(=O)N2CCC(CCC(=O)Nc3ccccc3)CC2)n1 | / | -3&-8 | 4&12
CCOc1ccc(CC(=O)Nc2ccc3c(c2)C(=O)N(CC)CCO3)cc1 | / | -3 | 4
O=C1CN(C(=O)c2csc(Nc3ccccc3)n2)CCN1 | / | 0 | 7
Cc1ccc(C(=O)Nc2c(N)nc(SCC(=O)Nc3cccc(Cl)c3)[nH]c2=O)cc1 | -7 | 1 | -10
O=C(CSc1nc(Cl)cc(N2CCCCC2)n1)NCCC(c1ccccc1)c1ccccc1 | 0 | 0 | -14
O=C(NCC1CCCO1)[C@@]1(OCc2ccc(F)cc2)CC(OCc2cccc(C(F)(F)F)c2)[C@H](O)[C@H](O)C1 (stereo partly drawn) | -6 | -6 | 29
CC(C)CC(NC(=O)c1cnn2ccccc12)c1ncnn1C (stereo not drawn) | -11 | -5 | 4
O=S(=O)(c1ccc(Br)s1)N1CCCC1c1ccc2c(c1)OCCCO2 (stereo not drawn) | / | -5 | 1
C=c1nc(Cc2ccc(F)cc2)sc1=C1N=C(C(C)(C)NC(C)=O)NO1 | 1 | 6 | 3
NNC(=O)c1nc(-c2ccccc2)cc(-c2ccccc2)n1 | -2 | -11 | -1
CC(C)CN1CCCN(c2nccc(-c3cnn(-c4ccccc4)c3)n2)CC1 | -14 | -3 | -4
CS(=O)(=O)c1nc(S(=O)(=O)c2ccc(Cl)cc2)c(NCC2CCCO2)s1 (stereo not drawn) | / | -11 | 9
COc1ccc(F)c(F)c1CN1CCN(Cc2ncccc2C)CC1 | -8 | -8 | 1
Oc1oc(-c2ccc(Cl)cc2)nc1C=Nc1nc2ccccc2s1 | 2 | 3 | 13
CC(C)=CCN1Cc2ccccc2N(CC(O)Cc2ccccc2)CCC1=O (stereo not drawn) | -4 | -6 | 3
Cc1ccc2[nH]c(C(=O)N3CC[C@@H](c4ccc(F)cc4)[C@H](O)C3)cc2c1 | -9 | -3 | 5
O[C@H]1C[C@@H]2C[C@H](c3ccccn3)OC[C@]2(O)[C@@H]1N1CCN(c2cnccn2)CC1 | -5 | -7 | 2
Cc1nn(CCNC(=O)c2ccccc2C2CCNC2)c(C)c1Cl (stereo not drawn) | -19 | -7 | 2
CC(=O)CSc1ncnc2sc(C)c(C)c12 | -1 | -3 | 1
COC[C@H]1C[C@H]2C[C@@H](O)[C@H](N(C)Cc3ccccc3)[C@]2(O)CO1 | -2 | -2 | 2
O=S(=O)(NCc1ccco1)c1cc(Br)ccc1Br | / | -4 | -1
CCNC(=O)N(Cc1csc(COc2ccccc2)n1)C(C)CC (stereo not drawn) | -6 | -3 | 4
Cc1ccc(Cn2nnc3c(=O)n(CC(=O)OCc4ccccc4)cnc32)cc1 | / | 1 | 9
O=C(NC(c1ccccc1)C1CC1)N1CCN(S(=O)(=O)c2ccc(F)cc2)CC1 (stereo not drawn) | / | -6 | -1
O=C(c1cn2ccsc2n1)N1CCC(CO)(CCOc2ccccc2)CC1 | / | -6 | 13
C=C(C)Cn1c(SCCCC)nc2c1c(=O)n(C)c(=O)n2C | -8 | -4 | 5
Cc1cc(C(=O)NN=Cc2cccnc2)c(C)o1 | -6 | -4 | -4
COc1ccccc1N1CCN(CCN(C(=O)C2CCCCC2)c2ccccn2)CC1 | -3 | 9 | 4
CC(CCC(=O)N1CCN(C(=O)c2ccccc2)CC1)N1CCCCC1 (stereo not drawn) | -2 | 0 | /
CCOC1CCCN(C(=O)c2ccc(-c3n[nH]c(C4CC4)n3)cc2)C1 (stereo not drawn) | -5 | -12 | 6
COc1ccccc1-c1nc(SCCN2CCCCC2)c2c(=O)n(C)c(=O)n(C)c2n1 | -6 | -1 | -9
COC(=O)C1=C(C)N(C)C(C)=C(C(=O)OC)C1c1cccc(F)c1 | -6 | -2 | -7
Cc1ccc(C)c(C=NNc2nc(C)cc(=O)[nH]2)c1 | -7 | -15 | 3
COc1ccc(-c2ccc(C(=O)NCc3ccc(Cl)cc3)s2)c(OC)c1OC | -8 | -10 | 3
COc1ccc2ccccc2c1CNc1nn[nH]n1 | -8 | -4 | 3

# Grouped by structure: those above containing bromine (3)
Compound | mcGAS lum | hcGAS lum | NPYLR7 ag
Cc1c(Br)c(Nc2ccc(Cl)cc2)nn1C | / | 1&-1 | 3
O=S(=O)(c1ccc(Br)s1)N1CCCC1c1ccc2c(c1)OCCCO2 (stereo not drawn) | / | -5 | 1
O=S(=O)(NCc1ccco1)c1cc(Br)ccc1Br | / | -4 | -1

# Additional results.
Compound | mcGAS lum | hcGAS lum | NPYLR7 ag
Cc1cc(O)c(C=Nc2ccc(F)cc2)c(=O)o1 | 0 | -1 | 5
Cc1onc(-c2ccccc2Cl)c1C(=O)N1CCC2(CCCO2)CC1 | -16 | -5 | 1
COCc1cc(N(C)C)nc(SCc2ccc(C(=O)N(C)Cc3ccccc3)o2)n1 | -6 | -4 | -4
Cc1cc2nc(-c3ccccc3)c(N3CCCN(C(=O)c4ccccc4C(F)(F)F)CC3)nc2cc1C | -5 | -9 | /
CCOc1ccc2nc(N3CCCN(Cc4nccn4-c4ccc(OC)cc4)CC3)nc(C)c2c1 | -2 | 4 | -8
CSc1ccc(CN(C(=O)CN2C(=O)NC(=O)C2(C)C)C2CC2)cc1 | -8 | 1 | 2
O=C1CC2(CCN(S(=O)(=O)c3ccc(-n4cccn4)cc3)CC2)CN1 | / | -3 | 14
CCc1c(C(=O)O)cnn1-c1ccccc1 | / | -2 | 3
COc1cc(Nc2nnc(C(O)c3sccc3C)s2)cc(OC)c1OC (stereo not drawn) | -1 | -1 | 6
Cn1ccnc1C(NC(=O)c1ccc2c(=O)n3c(nc2c1)CCC3)c1ccc(F)cc1 (stereo not drawn) | / | -7 | -3
COC(=O)c1ccoc1CN(C)c1c(N)n(Cc2ccccc2)c(=O)[nH]c1=O | -3 | 5 | 2
O=C(Nc1ccccc1)N1CCN(c2cc(-n3ccnc3)ncn2)CC1 | -10 | -8 | -15
O=C(Cc1ccccc1)N1CCN=C1SCc1cccc([N+](=O)[O-])c1 | / | -8 | 0
O=C(Cn1cc(Br)c(=O)[nH]c1=O)NCCC1CCCCC1 | / | -5 | 2
CCn1c(=NC(=O)c2ccccc2)sc2cc3c(cc21)OCCO3 | -7 | -9 | 4
Cc1ccccc1-n1ncc(C(C)NC(=O)c2n[nH]c3ccccc23)c1C (stereo not drawn) | / | -7&-4 | 2
CCCCOC(=O)C1=C(C)NC(=O)NC1c1cc(Cl)cc(Cl)c1OC (stereo not drawn) | -1 | -1 | -5
CC(C(=O)O)N1C(=O)CSC1c1ccccc1Cl (stereo not drawn) | -2 | 1 | -1
CCOc1ccc(-n2ccn3c(CC)nnc3c2=O)cc1 | -8 | -5 | 5
CCN1CCN(c2nc(N3CCN(Cc4ccccc4)CC3)nc(N)c2[N+](=O)[O-])CC1 | -5 | -2 | 4
O=C1NCCN(CC2CCCCC2)C1CC(=O)N(Cc1nccs1)C1CC1 (stereo not drawn) | / | -1 | 7
COC(=O)c1c(C)[nH]c(C(=O)C(C#N)=C/C=C/c2ccccc2)c1C | 11 | 0 | -7
CN1C(=O)[C@H](OC(N)=O)[C@@H](C(=O)Nc2ccccc2)C12CCN(C(=O)C1CCC1)CC2 | -4 | 2 | 23
CCOC(=O)c1ccc(S(=O)(=O)N2CCCC2C(=O)Nc2ccc(C)cc2)o1 (stereo not drawn) | / | 1 | 0
COc1ccc2oc(=Nc3cccc(C)c3)c(C(=O)NC(C)=O)cc2c1 | -5 | -2 | 1
COc1cc(C(=O)N2CCC(c3nc(-c4cccnc4)no3)CC2)cc(OC)c1OC | -9 | -8 | -4
NS(=O)(=O)c1ccc(C(=O)O)cc1 | / | 4 | -4
Cc1nnsc1C(=O)Nc1ccc(C(=O)OC2CCCC2)cc1 | -18 | -5 | 11
O=C(NCc1cccs1)c1cnn2c(C(F)(F)F)cc(-c3ccc(F)cc3)nc12 | 1 | 3 | -2
C=CCN1CCN(Cc2cc3n(n2)CCNC3)CC1 | / | -4 | 5
COc1ccccc1Cc1nc2c(c(N3CCOCC3)n1)CN(C(=O)c1ccc(Br)cc1)CC2 | 0 | -1 | -3
CCCCCCc1ccc(C(=O)NC(C)c2nc3ccccc3c(=O)n2CCOC)cc1 (stereo not drawn) | -3 | -4 | /
CCn1c(SCC(=O)c2cc(C)n(Cc3ccco3)c2C)nnc1C1CC1 | / | -9 | 0
COc1cccc(C(=O)NC(C(=O)N2CCCC2)C2CCN(C(=O)c3cccs3)CC2)c1 (stereo not drawn) | -6 | -3 | 6
CCc1nc2ccc(C(=O)NCCNC(C)=O)cn2c1N(CC)CCOC | -2 | -6 | -7

# Source: PubChem (Fisher Drug Discovery Resource Center)
